HIF-2a inh = inhibitors of HIF-2a; 786-0 RCC cells HIF-2a reporter, luciferase luminescence, overnight; inhibition, % at 18.8 µM; actives 0.72% (n = 360,000); AID 624352;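 active = inhibition of the luminescence signal of 40% or more relative to plate controls, in a single-dose primary screen at 18.75 µM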
Peg3 prom inh = inhibitors of Peg3 promoter; HeLa PEG-Prom luciferase reporter, luminescence, overnight; inhibition, % at 20 µM; actives 1.7% (n = 360,000); AID 588405;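 active = inhibition of at least 50% at 20 µM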
CF NFkB block = blocks PAF-induced NF-kB reporter in cystic fibrosis cells | KKLEB NF-kB-GFP reporter, GFP fluorescence overnight | inhibition, % at 5 µM | actives 0.86% (n = 360,000) | AID 588850;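 active = at least 50% inhibition at 5 µM, scaled per plate between neutral and stimulator controls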;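 note: PAF is a Pseudomonas aeruginosa culture filtrate used as stimulus; plate controls were PAF-stimulated DMSO wells for no effect and unstimulated DMSO wells for full effect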
Shn3 inh set2 = Schnurri-3 reporter inhibition in Clone20 osteoblasts | Clone20 osteoblast Shn3 3'UTR firefly luciferase, 24 h | inhibition, % at 12.5 µM | actives 0.52% (n = 360,000);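 active = mean inhibition of at least 75% with every replicate also reaching 75%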;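 note: 0% = median of neutral control wells and 100% = pilot-screen positive control compound; some compounds past the cut are filed as inactive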
NR2E3 ag-1 = human photoreceptor-specific nuclear receptor agonism | CHO-S Gal4-NCOR/VP16-NR2E3 two-hybrid, luciferase | inhibition of corepressor binding, % at 3.98 µM | Q9Y5X4 | actives 0.35% (n = 360,000) | AID 602229;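 active = inhibition above the mean of all tested compounds plus 3 SD, cut at about 70% in these data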;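 note: 0% = DMSO with NR2E3 transfected cells and 100% = cells lacking NR2E3 construct; higher means lower luciferase signal from less NR2E3 corepressor binding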
Target sequence (Q9Y5X4 whole entry, looked up, the tested form may be a part): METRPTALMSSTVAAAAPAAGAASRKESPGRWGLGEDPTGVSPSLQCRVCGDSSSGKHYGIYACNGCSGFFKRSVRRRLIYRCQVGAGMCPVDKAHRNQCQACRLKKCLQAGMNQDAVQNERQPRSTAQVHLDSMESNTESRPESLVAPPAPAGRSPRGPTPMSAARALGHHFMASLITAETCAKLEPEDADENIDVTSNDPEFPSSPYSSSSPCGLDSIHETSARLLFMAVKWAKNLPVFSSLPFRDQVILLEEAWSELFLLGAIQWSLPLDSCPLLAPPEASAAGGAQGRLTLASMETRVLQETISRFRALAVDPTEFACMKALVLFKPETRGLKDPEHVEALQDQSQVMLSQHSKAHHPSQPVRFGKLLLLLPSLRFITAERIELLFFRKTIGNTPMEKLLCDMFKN
TRPM1 prom inh = inhibitors of MITF-driven TRPM1 promoter in melanoma cells; actives 0.83% (n = 330,000); inhibition, % at 12.5 µM; SK-MEL-5 TRPM1 promoter luciferase, 24 h;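 active = mean inhibition across replicates of 60% or more, whatever share of single replicates reaches that level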; note: values of inactives mirror those of a sister screen read the other way
TRAIL sens C8 = sensitizes caspase-8 expressing cells to TRAIL | NB7+C8 cells + TRAIL, ATPlite viability luminescence | inhibition (viability loss, TRAIL sensitization), % at 10 µM | actives 1% (n = 360,000) | AID 624354;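 active = compounds causing at least 50% loss of cell viability in the single-dose screen, relative to plate controls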
hiPSC survival = hiPSC single-cell survival enhancement; ATPlite luminescence; 100% = ROCK inhibitor wells, 0% = DMSO; survival enhancement, % at 20 µM; actives 0.044% (n = 360,000); AID 602274; in the data active = survival enhancement above about 18%;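 note: cells exposed to compounds for 16 hours before the ATP read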
EBV LMP1 NFkB = reduces LMP1-driven NF-kappaB luciferase signal | LMP1-induced NF-kappaB luciferase reporter cells, luminescence | inhibition, % at 12.5 µM | actives 0.69% (n = 350,000); in the data active = inhibition above about 41%;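 note: 0% = neutral control wells and 100% = reference inhibitor control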
NR2E3 ag-2 = activates human photoreceptor nuclear receptor NR2E3 | Q9Y5X4 | GST-NR2E3/biotin-RetCOR TR-FRET, 1536-well | inhibition of corepressor binding, % at 4.78 µM | actives 0.12% (n = 320,000) | AID 2300;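 active = percent inhibition above the cutoff of mean plus 3 SD of all tested compounds, set per screening campaign, cut at about 20% in these data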;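 note: 0% = DMSO wells and 100% = biotin wells as full block of FRET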
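System: GST-tagged NR2E3 plus biotinylated RetCOR corepressor; Amount: 1.35 nM GST-tagged NR2E3 final; Dosing: single nominal compound dose of 4.8 µM; Schedule: 5 h incubation at 4 °C; Technique: TR-FRET with europium anti-GST and streptavidin-D2, 340 nm excitation; Controls: biotin wells as high control, 0.6% DMSO wells as low control.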
KKLEB tox = reduces viability of KKLEB cystic fibrosis airway cells. actives 0.36% (n = 360,000). KKLEB CF airway cells viability, ATPlite luminescence, overnight; hits give low values; cells stimulated with P. aeruginosa culture filtrate. activity change (cytotoxicity), % at 5 µM;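 active = corrected activity change at or below -50% at 5 µM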
Starred values were filed as active, the others as inactive; . = not tested or not shown. Only part of the results is shown. The share of hits here may be higher or lower than overall.

Compound,HIF-2a inh,Peg3 prom inh,CF NFkB block,Shn3 inh set2,NR2E3 ag-1,TRPM1 prom inh,TRAIL sens C8,hiPSC survival,EBV LMP1 NFkB,NR2E3 ag-2,KKLEB tox
Cc1ccc(-c2nnn(CC(=O)N(CC3CCCO3)C(C(=O)NC3CCCCC3)c3ccc(F)cc3)n2)o1 (stereo unspecified),5,21,3,-3,-10,12,-1,0.7,2,3,2
Nc1nccc(SCc2ccc(Cl)cc2Cl)n1,-34,11,57*,42,-7,5,-5,-2.4,6,.,-15
COc1cccc(S(=O)(=O)NCc2ccc(C(=O)NCc3ccccn3)cc2)c1,9,5,-22,3,7,-7,2,-0.4,-2,.,-2
Cc1cc(C(=O)NN=Cc2c(C)[nH]c3ccccc23)c(C)o1,-22,-26,8,-8,-34,24,-1,9.6,-2,.,0
CC(C)c1ccc(OCC(=O)NNC(=S)NC(=O)c2ccco2)c(Br)c1,-11,32,-12,16,-63,0,11,-0.1,8,2,-11
Cc1cccc(CSC2=NCCN2C(=O)c2ccc(S(=O)(=O)N(C)C)cc2)c1,8,25,21,1,-17,-3,0,3.0,4,6,-5
CN1CCN(Cc2cc(COCc3ccccc3)c3cccnc3c2O)CC1,11,41,9,74,-10,79*,10,-4.3,58*,-5,5
O=C(C1CCN(S(=O)(=O)N2CCC3(CC2)OCCO3)CC1)N1CCOCC1,15,4,-3,-9,5,-1,-19,3.1,1,2,8
CC(=O)Nc1ccc(SCC(=O)Nc2ccccc2Oc2ccccc2)cc1,10,-9,-6,25,10,-1,0,-0.7,-1,0,0
Cc1ccc(C(=O)COc2ccccc2-c2ccccc2)cc1,-13,4,0,-6,-11,-17,-5,1.8,2,-1,2
CN(C)/C=N/c1nc(-c2ccc3ccccc3c2)cs1,-436,-404,-6,-64,-113,-128,12,0.0,1,-5,-5
CC(C)(C)n1nnnc1C(c1cccc(C#N)c1)N1CCCc2ccccc21 (stereo unspecified),12,21,5,7,-2,13,8,2.2,0,3,1
COc1ccccc1C1=NOC(Cn2c(NCCCO)nc3c2c(=O)n(C)c(=O)n3C)C1 (stereo unspecified),6,8,-30,-27,-6,0,6,0.2,-2,1,4
COc1ccc(NC(=O)COC(=O)CCNC(=O)c2ccco2)cc1Cl,4,-1,11,6,-9,4,0,0.9,-6,.,0
O=C(CCN1C(=O)/C(=C/c2ccccc2F)SC1=S)NCCCN1CCOCC1,-10,8,-10,-37,11,-1,-4,-0.6,13,0,14
COc1ccccc1N(CC(=O)Nc1cc(S(=O)(=O)N(C)C)ccc1C)S(=O)(=O)c1cccs1,22,11,-18,8,-18,8,-1,-2.7,3,.,-1
CCn1c(COc2ccc(=O)n(-c3ccccc3)n2)nnc1SCc1cccc(OC)c1,15,4,1,-13,-5,1,1,-1.3,-9,1,0
O=S(=O)(Nc1ccc(-c2ccc(N3CCOCC3)nn2)cc1)c1ccc(Cl)c(Cl)c1,10,-1,16,5,16,4,1,-0.4,2,3,-12
N/C(=N\OC(=O)COc1ccc2ccccc2c1)c1ccccn1,-276,-260,7,-39,-114,-62,7,-0.7,-27,4,-11
COc1ccc(S(=O)(=O)NC2CCN(Cc3ccccc3)CC2)cc1NC(C)=O,5,-1,-40,-9,-5,2,-14,-0.3,4,1,-3
COCCn1c(SCC(=O)N2CC(=O)Nc3ccccc32)nnc1-c1ccoc1C,0,7,5,-3,-13,12,-7,-0.6,-5,2,-9
CCn1c(SCC(=O)N/N=C/c2ccccc2OCC(=O)O)nnc1-c1ccc(OC)cc1,-11,5,5,1,-18,11,-5,0.6,2,3,5
COc1ccc(CNC(=O)C(C)n2ccc3cc(S(=O)(=O)N4CCCCCC4)ccc32)cc1 (stereo unspecified),7,8,17,85,14,14,5,-0.7,2,1,-2
COC(=O)C(C)Sc1ncnc2c1c(-c1ccccc1)cn2-c1ccc(OC)cc1 (stereo unspecified),30,32,-12,77,-5,1,0,-1.7,-1,-1,5
CCOc1cc(NS(=O)(=O)c2ccccc2)c(OCC)cc1NC(=O)c1ccco1,3,14,14,25,-9,1,-2,0.2,-2,-7,14
O=C1Nc2cc(Cl)c(Cl)cc2N(O)N1c1ccc(Cl)c(Cl)c1,21,12,0,17,-26,6,-9,2.2,-2,2,6
Cc1ccc(C(=O)Cc2ccccc2)o1,10,-3,0,-13,-12,-13,-10,-0.3,-2,2,-1
CCOc1ccc(NS(=O)(=O)c2ccc(C(=O)N3CCN(C(C)=O)CC3)cc2)cc1,22,-11,-35,19,8,5,11,0.2,9,-1,4
Cc1cc([N+](=O)[O-])ccc1NC(=O)CN1CCN(Cc2ccccc2)CC1,13,7,-8,9,13,10,-19,0.2,8,-4,12
Fc1ccc(NC(=S)NC2CCN(Cc3ccccc3)CC2)cc1,2,9,2,11,-26,-3,4,-2.0,5,0,7

Entries listed above shown as hits in EBV LMP1 NFkB:
SMILES	HIF-2a inh	Peg3 prom inh	CF NFkB block	Shn3 inh set2	NR2E3 ag-1	TRPM1 prom inh	EBV LMP1 NFkB	NR2E3 ag-2
CN1CCN(Cc2cc(COCc3ccccc3)c3cccnc3c2O)CC1	11	41	9	74	-10	79*	58*	-5

Following part.
Compound,HIF-2a inh,Peg3 prom inh,CF NFkB block,Shn3 inh set2,NR2E3 ag-1,TRPM1 prom inh,TRAIL sens C8,hiPSC survival,EBV LMP1 NFkB,NR2E3 ag-2,KKLEB tox
CCOC(=O)c1cc(NC(=O)c2cccnc2)ccc1N1CCOCC1,3,6,4,6,-19,4,2,-0.6,-5,3,1
CC(=O)N1CCN(CC(=O)c2ccc(Br)cc2)CC1,22,6,-6,-72,-32,-14,-26,-0.4,4,-1,4
NC(=O)c1ccc(NC(=O)C2CCCC2)cc1,-9,14,4,-36,7,-4,-1,0.0,3,5,-4
CC(=O)N[C@H]1[C@H](OCc2ccccc2F)O[C@H](COC(C)=O)[C@@H](OC(C)=O)[C@@H]1OC(C)=O,10,7,17,.,-3,2,-16,0.4,1,3,-3
Cc1cc(C)n(-c2nc(NCCO)c3c4c(sc3n2)CCCC4)n1,8,7,7,-4,-8,5,6,-0.5,-6,-1,6
COc1cc(/C=N/n2nnnc2N)ccc1O,13,6,-8,3,-10,12,4,-2.3,-1,-2,-5
CC(=O)Nc1ccc(N(C)S(C)(=O)=O)cc1,21,18,-10,-6,-19,-4,-11,-0.4,-17,-1,-9
CCCCNC(=O)C1(C)CCCCN1C(=O)c1cncc(Br)c1 (stereo unspecified),7,3,-4,-4,-2,.,-10,-4.2,.,.,10
COc1ccc(NC(=O)Nc2c[nH]c(=O)[nH]c2=O)cc1,22,6,-2,12,-9,-1,4,-0.1,3,2,1
CCCC(=O)C1=C(N(C)c2ccccc2)CC(C)(C)C(C(=O)OC)C1=O (stereo unspecified),14,6,-51,0,-7,-2,-10,1.0,4,7,13
Cc1cccc(N2CCN(C(=O)Cn3nc(C)n4cccc4c3=O)CC2C)c1 (stereo unspecified),9,12,19,12,-2,-13,-3,-1.5,3,-1,-16
O=C(c1cccc(N2CCNC2=O)c1)N1CCCC(Nc2cccc(F)c2)C1 (stereo unspecified),13,4,-24,2,-19,-8,-6,0.3,-2,-2,12
O=C1/C(=C/c2ccccc2Cl)SC(=S)N1CCC(=O)N1CCCCC1CCO (stereo unspecified),20,55*,-6,-48,-29,9,8,-0.4,1,1,-5
CC(C)Cc1nnc(NC(=O)CSc2ncn[nH]2)s1,8,10,12,0,-24,8,0,9.1,2,0,10
CCOc1ccccc1CN1CCC(Oc2ccc(C(=O)NCc3ccccn3)cc2)CC1,9,-4,3,38,11,0,6,-0.1,8,.,-14
CC(=O)N1CCc2cc(S(=O)(=O)NC(CC(C)C)C(=O)Nc3cc(C)ccn3)ccc21 (stereo unspecified),3,4,3,4,5,-6,6,2.7,-11,6,-4
CCOc1ccc(NC(=O)NN2C(C)CCCC2C)cc1 (stereo unspecified),13,24,7,-4,3,18,13,0.4,-1,.,11
CNC(=O)c1cc(S(=O)(=O)Nc2ccc(C)cc2C)ccc1C,10,7,-36,21,-9,2,1,-0.3,-3,1,6
COc1ccc2[nH]c3c(c2c1)CCN1C(=O)C(CC(=O)NCCC2=CCCCC2)C[C@H](C(=O)N(C(C)C)C(C)C)[C@@]31C (stereo partly specified),5,22,8,2,15,26,8,-1.6,-7,.,19
CCN(CC)Cc1ccccn1,13,10,6,14,-27,5,14,0.3,0,0,1
CCOC(=O)C1(Nc2nccs2)Sc2ccccc2NC1=O (stereo unspecified),-4,23,14,-74,-48,30,0,-2.3,4,0,-1
CCCCNC(=O)C1CCN(Cc2ccccn2)CC1,10,-7,8,14,-11,0,0,-2.2,4,2,10

Only TRPM1 prom inh (2 entries from above):
| SMILES | TRPM1 prom inh |
| --- | --- |
| CCCC(=O)C1=C(N(C)c2ccccc2)CC(C)(C)C(C(=O)OC)C1=O (stereo unspecified) | -2 |
| Cc1cccc(N2CCN(C(=O)Cn3nc(C)n4cccc4c3=O)CC2C)c1 (stereo unspecified) | -13 |

Four records picked at random from those above, as already listed:
Compound,HIF-2a inh,Peg3 prom inh,CF NFkB block,Shn3 inh set2,NR2E3 ag-1,TRPM1 prom inh,TRAIL sens C8,hiPSC survival,EBV LMP1 NFkB,NR2E3 ag-2,KKLEB tox
CCCC(=O)C1=C(N(C)c2ccccc2)CC(C)(C)C(C(=O)OC)C1=O (stereo unspecified),14,6,-51,0,-7,-2,-10,1.0,4,7,13
CC(=O)N[C@H]1[C@H](OCc2ccccc2F)O[C@H](COC(C)=O)[C@@H](OC(C)=O)[C@@H]1OC(C)=O,10,7,17,.,-3,2,-16,0.4,1,3,-3
NC(=O)c1ccc(NC(=O)C2CCCC2)cc1,-9,14,4,-36,7,-4,-1,0.0,3,5,-4
O=C1/C(=C/c2ccccc2Cl)SC(=S)N1CCC(=O)N1CCCCC1CCO (stereo unspecified),20,55*,-6,-48,-29,9,8,-0.4,1,1,-5

Screening data: PubChem BioAssay, several laboratories
